Source: PubChem BioAssay (several laboratories)
H69AR inhibit: growth inhibitors of human H69AR lung tumor cells | H69AR lung tumor viability, ATP luminescence, 72 h; hits give low values | 85,000 tested, 6% active | viability, % at 10 µM;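 active means viability at or below 40%; inactive means viability above 40%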;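 further: multidrug resistant small cell line overexpressing MRP-1 efflux transporter; 100% = mean luminescence of untreated control wells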
Lung fibro prol: blocks proliferation of human lung fibroblasts; LL 47 human lung fibroblast viability, ATP luminescence; hits give low values; viability, % at 10 µM; 85,000 tested, 1.1% active;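 active means viability at or below 50% in the single dose screen; inactive means viability above 50%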;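 further: compound exposure lasted 72 h before the ATP readout; 100% = median luminescence of untreated cell-only wells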
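Times – overnight cell rest, 72 h compound treatment at 37 °C · Test system – human lung fibroblast line LL 47, low passage · Amount – 1,150 cells in each well · Controls – cell-only wells, no compound · Doses – 0.1% DMSO in all compound wells · Measured by – CellTiter-Glo luminescence · Buffer or medium – IMEM plus 15% FBS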
Smad3 inh: blocks human Smad3 binding to FoxH1 peptide. inhibition, % at 25 µM. 88,000 tested, 0.29% active. TR-FRET Smad3/Dy647-FoxH1 peptide binding, europium anti-His. P84022. AID 630;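 active means compounds that reduce the energy-transfer binding signal between the protein and its labelled peptide by more than half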;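 further: 0% = Smad3 plus labelled peptide maximal FRET and 100% = peptide-only background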
Target sequence (P84022 whole entry, looked up): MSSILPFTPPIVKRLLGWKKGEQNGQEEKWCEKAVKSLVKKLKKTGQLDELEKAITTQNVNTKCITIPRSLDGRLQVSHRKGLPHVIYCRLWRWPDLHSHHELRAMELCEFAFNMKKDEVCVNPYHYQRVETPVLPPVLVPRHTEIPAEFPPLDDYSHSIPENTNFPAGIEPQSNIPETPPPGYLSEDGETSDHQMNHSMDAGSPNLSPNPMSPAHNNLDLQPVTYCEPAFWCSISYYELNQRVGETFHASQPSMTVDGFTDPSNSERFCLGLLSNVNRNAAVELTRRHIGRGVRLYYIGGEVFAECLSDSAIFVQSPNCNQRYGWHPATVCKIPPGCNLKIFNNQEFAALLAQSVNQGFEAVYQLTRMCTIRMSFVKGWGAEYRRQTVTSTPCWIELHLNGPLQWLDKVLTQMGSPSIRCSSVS
HUVEC tox TNFa: HUVEC cytotoxicity counter-screen, TNF alpha stimulated; HUVEC TNFalpha-stimulated, Hoechst cell count, imaging; cell count reduction, % at 2 µM; 93,000 tested, 0.17% active;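 active means cell count reduction exceeding the screen mean by over 5 SD, scaled to untreated wells per plate, cut at about 78% in these data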;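 further: cells counted after 24 h of TNF alpha exposure following the 1 h pretreatment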
IL1B cytotox: toxic to HUVEC cells under IL-1B stimulation | cell count reduction, % at 2 µM | HUVEC cell count loss, Hoechst imaging, IL-1B stimulated | 94,000 tested, 0.41% active;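 active means cell count reduction more than 3 SD above the screen-wide mean, cut at about 70% in these data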;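 further: normalized per plate to untreated control cells as the no-loss baseline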
VCAM1 TNFa inh: reduces TNF alpha induced VCAM1 expression in HUVEC | HUVEC TNFa-induced VCAM-1 immunofluorescence, high-content imaging | inhibition, % at 2 µM | 95,000 tested, 0.48% active | AID 802;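 active means inhibition above the batch mean plus 3 SD, with images confirmed as a hit by eye, cut at about 37% in these data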;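 further: 0% = TNF-stimulated DMSO wells and 100% = unstimulated control wells; not every result past the cut was called active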
Pyk2 oligo antag: blocks oligomerization of human Pyk2 in cells; z-score (the deposit names both 25 µM and 10 µM); Q293 cells, Pyk2 FERM NanoBiT luminescence; hits give low values; Q14289; 99,000 tested, 0.83% active; AID 1347419;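 active means Z-score of -3 or lower, scaled per plate to the spread of control and sample wells; inactive means z-score above -3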;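 further: negative z-score means lost luminescence so less FERM oligomerization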
cytoskel mod: cytoskeleton assembly modification; AID 836; inhibition, % at 2 µM; 91,000 tested, 0.18% active; HUVEC TNFa F-actin phalloidin imaging, high content;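 active means inhibition above the batch mean plus 3 SD and confirmed as a hit by visual image inspection, cut at about 30% in these data, passing the limit was not always enough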; further: strong numbers were not always called active
HUVEC prolif 384: human endothelial cell proliferation inhibition; HUVEC proliferation, CellTiter-Glo luminescence, 72 h; hits give low values; viability, % at 10 µM (by protocol); 86,000 tested, 1.1% active; AID 648;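 active means viability at or below 30%; inactive means viability above 30%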;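 further: 100% = median luminescence of DMSO-only cell control wells on each plate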
The depositor's hits bear a star; . = not tested or not shown; [ ] = dose if it differs, or a comment. Not all compounds are listed (hit frequency here may not be typical).

item	structure	H69AR inhibit	Lung fibro prol	Smad3 inh	HUVEC tox TNFa	IL1B cytotox	VCAM1 TNFa inh	Pyk2 oligo antag	cytoskel mod	HUVEC prolif 384
1	O=c1cc(CSc2ccc(Cl)cc2)nc(N2CCCCC2)[nH]1	.	86	-1	-26	35	0	-0.06	-10	93
2	COC(=O)c1ccccc1CON1C(=O)C(C)(C)N(OCc2ccccc2C(=O)OC)C(=O)C1(C)C	95	92	5	-21	-10	3	-2.1	1	109
3	CS(=O)(=O)N(CC(=O)NCc1ccco1)c1ccc2c(c1)OCO2	87	99	8	.	-32	-4	-0.57	0	88
4	CCN(CC)S(=O)(=O)c1ccc(N=Nc2c(C)[nH]n(C(N)=S)c2=O)cc1	98	93	-13	-25	-16	-36	-1.1	3	93
5	Cc1nnc(NC(=O)CCCN2C(=O)c3ccccc3C2=O)s1	88	104	-5	-8	8	14	1.8	-15	106
6	C=CCNC(=O)/C(=C\c1ccc([N+](=O)[O-])cc1)NC(C)=O	.	.	.	-6	22	9	0.7	12	.
7	CCOc1ccc(S(=O)(=O)n2nc(C)cc2C)c2ccccc12	57	96	1	.	.	.	0.43	.	91
8	Cc1ccc(Oc2nccc(-c3ccc(Cl)cc3)n2)cc1	.	.	.	-4	10	-6	1.1	-13	.
9	CCNC(=O)CC1C(=O)N(c2ccccc2)C(=O)N1CCC(C)C (stereo not drawn)	89	98	10	-5	42	5	0.04	-4	93
10	CC(C)C(=O)Nc1cccc(C(=O)Nc2nncs2)c1	.	91	6	-21	-52	12	-0.21	.	90
11	c1ccc2c(c1)C(=Nn1cnnc1)c1ccccc1-2	78	93	11	-5	-47	-6	0.44	1	83
12	Cc1cccc(C(=O)n2c(=S)nc3ccccn32)c1	78	97	13	-8	-4	-23	0.08	-9	94
13	CN(C)CCOC(=O)CCc1ccccc1	101	109	6	-12	-2	8	1.4	-26	95
14	c1ccc(C2CC(c3ccccc3)n3ncnc3N2)cc1 (stereo not drawn)	98	98	-14	-10	-15	-10	0.57	-19	105
15	COc1ccc2c(c1)cc(C)c1nnc(SCC(=O)N(C)c3nc(-c4ccccc4)cs3)n12	.	.	.	-1	-64	12	1	-11	.
16	Cc1ccc(S(=O)(=O)N(C)Cc2nc(-c3ccc(Br)cc3)no2)cc1	97	96	0	-5	4	7	.	2	107
17	O=C(CN1CCN(C(=O)c2ccco2)CC1)Nc1cc(Cl)ccc1Cl	84	105	2	4	1	-11	0.94	1	102
18	CC1(C)Cc2c(C#N)c(N3CCN(C(=O)c4ccccc4)CC3)nc(Cc3ccccc3)c2CO1	29*	97	-3	-14	-119	0	-1.5	6	83
19	CCN(CC)CC(=O)Nc1ccc(-c2nc3cc(NC(=O)CN(CC)CC)ccc3o2)cc1	61	44*	-9	.	.	.	0.06	.	106
20	C/C(CC1(O)C(=O)Nc2ccccc21)=N\O (stereo not drawn)	74	99	18[fluorescence artefact?]	-15	10	-7	-0.41	4	112
21	COc1cc(NS(=O)(=O)c2ccc(C)c(C)c2)c(OC)cc1Cl	96	98	6	.	-16	8	-1.6	-9	95
22	O=[N+]([O-])c1ccc(N2CCCCCC2)c([N+](=O)[O-])c1	.	.	.	-14	-19	8	-1.5	-10	.
23	O=C1c2[nH]nc(-c3ccccc3O)c2C(c2ccccc2F)N1Cc1ccco1 (stereo not drawn)	4.5*	77	-10	-25	13	-16	-3.4*	-8	53
24	CCOC(=O)N1CCC(NC(=O)C2CCCN(S(=O)(=O)c3cccc4nsnc34)C2)CC1 (stereo not drawn)	.	.	.	-29	8	8	1.2	-16	.
25	CC(=O)NC1C(=O)SC1(C)C (stereo not drawn)	98	90	12	2	-18	0	.	11	95
26	CCNc1nc(NCc2ccccc2)nc(Oc2ccc(=O)[nH]n2)n1	96	106	5	6	-45	4	0.84	-9	107
27	CCCOc1ccc(/C(O)=C2/C(=O)C(=O)N(CCN(C)C)C2c2ccco2)cc1 (stereo not drawn)	96	99	-3	4	-5	-14	0.61	-25	102
28	COc1ccc(OC)c(S(=O)(=O)N2c3ccccc3CC2C)c1 (stereo not drawn)	85	86	-1	-16	-54	5	-1.2	-5	83
29	Cc1ccc2nsnc2c1S(=O)(=O)N1CCOCC1	110	98	-6	-11	2	4	0.22	-12	100
30	COc1ccc(C2CC(=O)CC(=O)C2n2cncn2)cc1 (stereo not drawn)	.	.	.	11	-38	0	0.37	3	.

The list goes on.
item	structure	H69AR inhibit	Lung fibro prol	Smad3 inh	HUVEC tox TNFa	IL1B cytotox	VCAM1 TNFa inh	Pyk2 oligo antag	cytoskel mod	HUVEC prolif 384
31	COc1ccc(-c2ccc(Nc3ccc(C(=O)N4CCOCC4)cc3)nn2)cc1OC	73	91	7	-16	-19	6	0.04	17	94
32	Cc1ccc(-n2c(C)cc(C)c(C#N)c2=O)cc1	96	100	5	-24	-15	14	0.13	7	99
33	O=C(CS(=O)(=O)c1c[nH]c2ccccc12)N1CCCCC1	93	92	9[fluorescence artefact?]	-13	-10	7	-0.68	3	91
34	CCC(=O)NC(=S)Nc1ccccc1C(F)(F)F	.	.	.	-13	-3	5	0	4	.
35	CCn1c(C(=O)N2CCC(C(=O)NCc3cccs3)CC2)cc2sccc21	65	92	4	8	10	25	.	1	88
36	CCOC(=O)c1c(-c2ccc(Cl)cc2)c(C#N)c(=O)n(N)c1N	.	.	.	1	-19	-6	-0.32	-3	.
37	CC(c1ccccc1)N1CC(C(=O)N2CCN(c3ccccc3)CC2)CC1=O (stereo not drawn)	104	91	-2	-28	8	6	.	4	96
38	CCCOC(=O)c1cc(=O)[nH]c2ccccc12	.	.	.	-6	-14	-8	-0.4	-15	.
39	Cc1ccn(C(=O)c2cc3c(C)nn(-c4ccccc4)c3s2)n1	81	110	-6	-22	-15	16	1.3	13	53
40	O=[N+]([O-])c1cc(Cl)cc(C2=NCCN2)c1	78	107	-5	-16	-9	-3	-0.45	14	107
41	Cc1ccc2cc(/C=N/NC(=O)CN3CCOCC3)c(Cl)nc2c1	.	.	.	-10	-35	7	1.1	2	.
42	COC(=O)C1=C(C)N(c2ccccc2)/C(=C/c2cccs2)C1=O	.	.	.	-8	-18	-10	-0.93	4	.
43	CC(C)CCN1C(=O)c2ccccc2C1C(=O)NCc1cccnc1 (stereo not drawn)	89	102	-4	-15	.	-2	0.71	1	105
44	O=C(O)c1cccnc1SC1CC(=O)N(Cc2ccccc2)C1=O (stereo not drawn)	87	94	3	.	-8	.	-0.64	.	96
45	Cc1cccc(-c2nnc(SCC(=O)Nc3nc4c(s3)CCCC4)n2C)c1	70	97	2	-10	4	7	1.3	8	81
46	Cc1ccc(C(=O)CSc2nnc(-c3ccccc3N)n2C)cc1	94	97	3	7	14	5	0.2	10	105
47	COc1ccc(/C=N/N=C2\CC3CCC2(C)C3(C)C)cc1O (stereo not drawn)	.	.	.	-15	7	6	-0.29	20	.
48	CC(=O)N(Cc1c(C#N)c2ccccc2n1C)c1ccccc1	87	98	-4	-6	4	9	-0.18	-28	100
49	CC1=CC(C)(C)N(C(=O)CSc2ncn[nH]2)c2ccccc21	106	89	6	-30	.	1	0.75	4	96
50	COc1cnn(-c2cc(Oc3ccc(C)cc3)ncn2)c(=O)c1Cl	.	.	.	-12	2	-4	-0.83	0	.
51	CCCCOc1ccc(C(=O)CCNC(C(=O)O)C(C)CC)cc1 (stereo not drawn)	91	101	1	-13	-22	10	.	7	96
52	Cc1ccc(NC(=O)NNS(=O)(=O)c2ccc(Br)cc2)cc1	.	.	.	5	-40	-13	2.1	-22	.
53	COc1ccc(C(=O)Nc2ccc3c(c2)nc2n3CCSC2)cc1	61	96	10	-8	29	14	0.33	-28	86
54	COc1ccccc1OCc1ccc(C(=O)n2nc(C)c(Cl)c2C)o1	96	97	9	2	-52	33	1.2	4	93
55	CCC(=Nc1ccc(Cc2ccncc2)cc1)c1c(O)n(C)c(=O)n(C)c1=O	95	95	-3	12	-6	-19	0.1	10	82
56	O=C(O)CC(C(=O)O)N1C(=O)/C(=C/c2ccc(-c3nc4ccccc4s3)o2)SC1=S (stereo not drawn)	.	.	.	-20	-5	13	-0.87	6	.
57	O=C(Nc1ccc2c(c1)OCO2)C1CCN(C(=O)c2cccs2)CC1	79	97	-3	.	.	.	0.24	.	96
58	CC(=O)N1CCc2cc(S(=O)(=O)NCCC(=O)N3CCc4ccccc4C3)ccc21	98	93	1	-6	10	12	0.07	3	114
59	CCCOc1ccc(C2c3c(oc4ccccc4c3=O)C(=O)N2CCCN2CCOCC2)cc1 (stereo not drawn)	.	.	.	22	-4	-3	0.05	-32	.
60	CCOc1cccc(C(=O)Nc2nccs2)c1	101	92	3	-5	-10	2	-0.55	-13	96

Next section
item	structure	H69AR inhibit	Lung fibro prol	Smad3 inh	HUVEC tox TNFa	IL1B cytotox	VCAM1 TNFa inh	Pyk2 oligo antag	cytoskel mod	HUVEC prolif 384
61	Cc1nnc2ccc(N3CCCC3)nn12	85	98	2	.	-15	.	1.2	.	90
62	CCOC(=O)/C(C(N)=NC)=C(\O)c1ccccc1	96	100	3	-36	-9	7	0.69	32	95
63	CCCn1nc(-c2ccccc2)c2nc3ccccc3nc21	52	109	1	-12	-13	6	.	-15	102
64	COc1ccc(OC)c(-c2cc(C(=O)Nc3c(C)nn(Cc4ccccc4)c3C)no2)c1	65	101	10	-7	23	-5	-1.2	2	90
65	Nc1ccc(Sc2cc(Cl)nc(N)n2)cc1	.	.	.	2	-16	-12	.	-23	.
66	CCc1ccc2[nH]c(=O)c(CN(CCN(CC)CC)C(=O)NC3CCCCC3)cc2c1	48	88	-14	.	.	.	-0.55	.	85
67	Cc1cccc(C)c1NC(=O)C(c1ccccc1)N1CCOCC1 (stereo not drawn)	105	103	-2	-32	7	6	1	2	100
68	O=C1Nc2ccccc2N=C(c2ccccc2)C1N1CCOCC1 (stereo not drawn)	48	98	8	-3	2	-14	-0.37	2	86
69	O=C(Nc1ccc2c(c1)OCO2)C(c1ccccc1)N1CCCCC1 (stereo not drawn)	102	91	-8	8	3	-8	.	5	92
70	COc1ccc(C2=NN(C(C#N)c3ccc(OC)c(OC)c3)C(c3ccccc3)C2)cc1 (stereo not drawn)	.	.	.	-16	13	8	-0.6	-9	.
71	CCn1c(COc2cccc3ccccc23)nnc1SCC(=O)OC1CCCCC1	97	98	11	-21	-89	-2	3.7	-1	51
72	CN(CC(=O)Nc1ccncc1)S(=O)(=O)c1ccccc1	92	97	-13	2	-16	5	-0.18	-5	95
73	COCCn1c(SCC(=O)N2CCCc3ccccc32)nnc1-c1ccoc1C	84	99	6	10	2	11	-0.16	-5	90
74	CCOc1cccc2cc(C(=O)N3CCc4ccccc4C3)c(=O)oc12	94	106	9	-29	-3	-4	-0.49	0	103
75	CCOc1ccc(-c2[nH]nc3c2C(c2ccc(O)cc2)C(C#N)=C(N)O3)cc1 (stereo not drawn)	88	102	-8	-6	-10	11	-0.65	-3	100
76	Cc1ccccc1C(=O)NC1CCN(Cc2nnnn2CCc2ccccc2)CC1	64	97	-5	-2	-17	20	-0.59	-3	86
77	COc1ccc(C/C(N)=N/n2cnnc2)cc1	90	94	3	.	.	.	0.95	.	100

Compounds 11–13, quoted:
item	structure	H69AR inhibit	Lung fibro prol	Smad3 inh	HUVEC tox TNFa	IL1B cytotox	VCAM1 TNFa inh	Pyk2 oligo antag	cytoskel mod	HUVEC prolif 384
11	c1ccc2c(c1)C(=Nn1cnnc1)c1ccccc1-2	78	93	11	-5	-47	-6	0.44	1	83
12	Cc1cccc(C(=O)n2c(=S)nc3ccccn32)c1	78	97	13	-8	-4	-23	0.08	-9	94
13	CN(C)CCOC(=O)CCc1ccccc1	101	109	6	-12	-2	8	1.4	-26	95
